# Screening results: PubChem BioAssay, Broad Institute
# FN deposition inh = fibronectin deposition inhibition | AH1F fibroblasts, Alexa488-fibronectin deposition fluorescence, overnight | inhibition, % at 12.6 µM | 350,000 tested, 0.086% active | AID 743247;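 active = mean inhibition across replicates of 30% or more, regardless of how many single replicates reach that level; inconclusive = mean under 30% yet at least half of replicates reach 30%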;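 note: positive control wells lacked labelled fibronectin entirely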
#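 Test system: AH1F fibroblast monolayer depositing Alexa488-labelled fibronectin into matrix. Input: 10000 cells per well. Technique: fluorescence, ex 485 nm, em 525 nm. Buffer or medium: DMEM plus 2% serum, read in PBS. Timing: 1 h cell adhesion before compound, then overnight fibronectin incubation. Compound: single dose, pinned. Read-out basis: inhibition from reduced deposited-fibronectin fluorescence.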
# miR-122 sensor = blocks miR-122 activity in Huh7 sensor cells | 340,000 tested, 0.3% active | activation (reporter increase), % at 12.5 µM | Huh7 miR-122 Renilla luciferase sensor, 48 h; neutral wells = 0, positive control = 100;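 active = mean replicate activation score at least 90 and every replicate individually at or above 90; inconclusive = only one of the two criteria met; inactive = neither criterion met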;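 note: higher luciferase means less miR-122 activity so hits act as miR-122 inhibitors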
# Cneo AK release = causes C. neoformans cell lysis. adenylate kinase release luminescence, 4 h; normalised: neutral wells 0, clomiphene wells 100. lysis activity, % at 15 µM. 360,000 tested, 0.2% active. AID 651654;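 active = mean lysis activity across replicates of at least 80%, whatever share of replicates individually reach that level; inactive = mean lysis activity below 80%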
#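 Test system: log-phase Cryptococcus neoformans yeast cells. Input: 5 × 10^6 yeast cells/mL. Medium: fresh YPD growth medium. Doses: single dose. Incubation: static 4 h at 37 °C with compound, 1 h detection. Measured by: luminescent adenylate kinase detection reagent. Read-out: signal increase indicating cell lysis. Benchmarks: Clomiphene.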
# * marks the source's active call; other numbers are inactive results; ? = inconclusive.
[1] COc1ccc(CCN2CC(O)=C(c3nc4ccccc4c(=O)[nH]3)C2=N)cc1OC
[2] O=C(CSc1nc(-c2ccccc2)c(-c2ccccc2)o1)Nc1nnc(-c2ccccc2)s1
[3] CN(Cc1ccccc1)Cc1ccccc1F
[4] Cn1c(=O)c2c(nc(CN3CCN(C(=O)c4ccco4)CC3)n2Cc2cccc(Cl)c2)n(C)c1=O
[5] Cc1cccc(S(=O)(=O)c2c(N)n(Cc3ccco3)c3nc4ccccc4nc23)c1
[6] CN1C(=O)NC(NC(=O)c2ccco2)(C(F)(F)F)C1=O (stereo not drawn)
[7] O=C1C2CC=CCC2C(=O)N1CC(=O)N(Cc1ccccc1)C1CCS(=O)(=O)C1 (stereo not drawn)
[8] COc1ccc(C2CC(C(F)(F)F)n3nc(C(N)=O)c(Cl)c3N2)cc1OC (stereo not drawn)
assay / entry | 1 | 2 | 3 | 4 | 5 | 6 | 7 | 8
FN deposition inh | -8 | -3 | 8 | -12 | -4 | 17 | -8 | 5
miR-122 sensor | 4 | -8 | -12 | -13 | 64 | -8 | -16 | -15
Cneo AK release | 0 | 1 | 0 | 1 | 8 | 1 | -2 | 3

[9] CCOc1ccc(N(CC(=O)NC(C)CC)S(C)(=O)=O)cc1 (stereo not drawn)
[10] C=CCn1c(C)cc(C(=O)CN2C(=O)c3ccccc3C2=O)c1C
[11] CCCCn1c(-c2cccs2)nc2nc3ccccc3nc21
[12] CCOc1cccc(-c2nnc3sc(COc4ccccc4)nn23)c1
[13] CCOC(=O)c1c(C)[nH]c(C(=O)OCC(=O)N2c3ccccc3CC2C)c1C (stereo not drawn)
[14] O=C(CSc1nncs1)NCc1ccc2c(c1)OCO2
[15] Cc1ccc(-c2nnn(CC(=O)N(Cc3cccs3)C(C(=O)NC(C)(C)C)c3ccco3)n2)o1 (stereo not drawn)
[16] CCC1C(C#N)=C(SC)NC2=C1C(=O)CC(C)(C)C2 (stereo not drawn)
assay / entry | 9 | 10 | 11 | 12 | 13 | 14 | 15 | 16
FN deposition inh | 5 | 6 | 8 | -4 | -1 | -5 | -15 | 1
miR-122 sensor | -13 | -5 | 7 | -22 | 5 | -16 | 8 | 2
Cneo AK release | 3 | -21 | -9 | -2 | 7 | 1 | -1 | 5

[17] O=C1CSC(c2cn(-c3ccccc3)nc2-c2cc3ccccc3oc2=O)N1Cc1ccco1 (stereo not drawn)
[18] Cc1cccc(-c2nc(CN3CCCC(C(=O)NC4CCCCC4)C3)c(C)o2)c1 (stereo not drawn)
[19] CCS(=O)(=O)N1CCC(C(=O)N2CCN(c3ccccc3)CC2)CC1
[20] COCCNC(=O)Cn1c(=O)n(Cc2ccco2)c(=O)c2ccccc21
[21] N#CC1=C2SCCN2C(=O)C(C#N)C12CCCCC2 (stereo not drawn)
[22] COc1ccccc1-c1c(C)oc2cc(OC(=O)c3ccco3)ccc2c1=O
[23] CCCOc1ccc(N2C(=O)CC(SCCN)C2=O)cc1 (stereo not drawn)
[24] Cn1ncc2cc(NC(=S)NC(=O)c3ccccc3)ccc21
assay / entry | 17 | 18 | 19 | 20 | 21 | 22 | 23 | 24
FN deposition inh | 16 | -5 | 11 | 9 | -5 | -189 | 13 | -4
miR-122 sensor | 25 | -25 | -9 | -8 | 19 | -8 | -9 | -9
Cneo AK release | 0 | 11 | -4 | -1 | 0 | 0 | -4 | -2

[25] CN(CCCNC(=O)COc1cc(=O)n(C)c2ccccc12)Cc1ccccc1
[26] Cc1nc2ccccc2n1CCc1nc2c3ccccc3nc(=S)n2[nH]1
[27] O=C(NCCCN1CCOCC1)c1cc(C(=O)C2CC2)c[nH]1
[28] CCOc1ccccc1C1CC(=O)Nc2cc3c(cc21)OCO3 (stereo not drawn)
[29] O=C(CCNS(=O)(=O)c1ccccc1C(F)(F)F)NCc1ccc2c(c1)OCO2
[30] O=C(c1ccc(C#CC2(O)CCCCC2)cc1)N1CCOCC1
[31] COC(=O)CSc1nsc(SCC(=O)OC)n1
[32] O=[N+]([O-])c1ccc(C2CCCC/C2=N\OCc2cccc(F)c2)c([N+](=O)[O-])c1 (stereo not drawn)
assay / entry | 25 | 26 | 27 | 28 | 29 | 30 | 31 | 32
FN deposition inh | -6 | -3 | -8 | -18 | -12 | -3 | -11 | 5
miR-122 sensor | -12 | -4 | 4 | 16 | 6 | -16 | 18 | -2
Cneo AK release | 0 | 5 | -1 | 0 | 0 | -2 | -1 | 1

[33] O=C(Nc1ccc(Nc2ccccc2)cc1)c1ccco1
[34] COc1ccc(Cl)cc1NC(=S)NCc1ccco1
[35] Cc1ccc(/C=C/C(=O)c2ccc(C)cc2)cc1
[36] O=C(CSc1nnc(Cc2ccccc2)n1-c1ccccc1)N1CCOCC1
[37] Cc1cc(Cl)c(S(=O)(=O)Nc2ccon2)cc1OCC(=O)NC1CCCCC1
[38] CCCCCNC(=O)c1ccc2c(=O)n(CC3CCCO3)c(=O)[nH]c2c1 (stereo not drawn)
[39] Cn1c(SCc2ccccc2F)nc2cccnc21
[40] COc1ccc(CCNC(=O)CN(c2ccccc2OC)S(C)(=O)=O)cc1
assay / entry | 33 | 34 | 35 | 36 | 37 | 38 | 39 | 40
FN deposition inh | -12 | 5 | 4 | -16 | -6 | -6 | -3 | 12
miR-122 sensor | -5 | 82 | -11 | -3 | -11 | 9 | -5 | 3
Cneo AK release | -15 | 2 | 0 | -1 | -1 | -1 | 0 | 0

[41] O=C(CC1SC2=NCCN2C1=O)Nc1ccccc1 (stereo not drawn)
[42] O=C1CC(c2ccccc2)n2ncnc2N1 (stereo not drawn)
[43] O=C(Nc1cccc([N+](=O)[O-])c1)c1ccc2nc(N3C(=O)CCC3=O)sc2c1
[44] COc1ccc(C(=O)Nc2ccccc2C(=O)N(Cc2ccco2)C(C(N)=O)C(C)C)cc1 (stereo not drawn)
[45] CCOC(=O)N1CCN(C(=O)C2CCN(S(=O)(=O)c3ccc(C)cc3)CC2)CC1
[46] Cc1n[nH]c(=S)n1/N=C/c1ccccc1OCc1ccc(Cl)cc1
[47] Cc1ccc(-c2nc3ccccc3c(=O)n2CCN2CCOCC2)cc1
[48] COc1ccc(Sc2nc3ccccc3n3c(C(F)(F)F)nnc23)cc1
assay / entry | 41 | 42 | 43 | 44 | 45 | 46 | 47 | 48
FN deposition inh | 4 | 2 | -27 | 12 | 5 | -4 | -3 | -1
miR-122 sensor | -9 | -13 | 4 | -19 | -2 | -18 | 0 | -6
Cneo AK release | 6 | 4 | 4 | 1 | 1 | 2 | 2 | 2

[49] CCOC(=O)CSc1snnc1C
[50] COC(=O)Cc1[nH]nc2c1C(c1cccc(OC)c1OC)C(C#N)=C(N)O2 (stereo not drawn)
[51] Cc1ccc2c(c1)C1(C(=O)N2C)N2CC3(C)CN1CC(C)(C2)C3=O (stereo not drawn)
[52] CCN(CC)C(c1ccc(C)cc1)c1nnnn1C1CCCCC1 (stereo not drawn)
[53] O=C1C2C3C=CC(C3)C2C(=O)N1c1nccs1 (stereo not drawn)
[54] C/C=C/c1ccc(OCCCNC)c(OC)c1
[55] O=C(CSc1nc2ccccc2n1CC(=O)N1CCCC1)NCc1ccc2c(c1)OCO2
[56] Cc1ccccc1NC(=O)c1cccc(N2C(=O)C3C4CCC(C4)C3C2=O)c1 (stereo not drawn)
assay / entry | 49 | 50 | 51 | 52 | 53 | 54 | 55 | 56
FN deposition inh | -4 | 1 | 1 | 0 | -2 | 7 | 1 | -1
miR-122 sensor | 4 | -19 | -3 | 2 | -2 | -4 | -1 | 51
Cneo AK release | 0 | 2 | -3 | 1 | 1 | -3 | -1 | 7

[57] N#CC1=C(N)N(c2ccccc2)C2=C(C(=O)CCC2)C1c1ccsc1 (stereo not drawn)
[58] c1ccc(C2(Cn3ccc4ccccc43)OCCO2)cc1
[59] CCC1(C)Cc2ccccc2-c2nc(NCCO)n(-c3ccccc3)c(=O)c21 (stereo not drawn)
[60] O=C(Cc1ccc(Cl)cc1)Nc1cccc(-c2nnc(-c3ccco3)o2)c1
[61] COc1cc(CN2CCC(C(=O)N3CCCC(C)C3)CC2)cc(Br)c1O (stereo not drawn)
[62] CCOC(=O)CSc1nc2sc3c(c2c(=O)[nH]1)CC(C)(CC)OC3 (stereo not drawn)
[63] N#Cc1ccc(CN2CCN(C(=O)c3ccccc3)CC2)c(Cl)c1
[64] Cc1ccc(C2CC(C(F)(F)F)n3ncc(C(=O)NCc4ccco4)c3N2)cc1 (stereo not drawn)
assay / entry | 57 | 58 | 59 | 60 | 61 | 62 | 63 | 64
FN deposition inh | 0 | 4 | -2 | -20 | 14 | -2 | 0 | -2
miR-122 sensor | 11 | -5 | -1 | -17 | 11 | -3 | -14 | 0
Cneo AK release | -1 | -12 | -2 | -1 | -3 | -4 | 0 | 2

[65] Cc1cc(C)nc(NC(=O)CN2C(=O)c3ccccc3C2=O)n1
[66] Cn1c(-c2ccc(F)cc2)cnc1NCc1cccc(F)c1
[67] CCc1nnc(NC(=O)CSc2nnc(CCc3nc4ccccc4[nH]3)n2C)s1
[68] COc1ccc(C(C)C)cc1S(=O)(=O)NCc1ccccn1
[69] COc1ccc(/C=C/C(=O)c2c(C)nc3ccccn23)cc1
[70] CC12CCC(C/C1=N\OC(=O)c1ccc(F)cc1)C2(C)C (stereo not drawn)
[71] O=C(COc1ccc(N2CC(C(=O)O)CC2=O)cc1)Nc1cccc(C(F)(F)F)c1 (stereo not drawn)
[72] Cc1ccsc1/C=N/n1c(-c2ccco2)n[nH]c1=S
assay / entry | 65 | 66 | 67 | 68 | 69 | 70 | 71 | 72
FN deposition inh | 11 | -1 | -9 | -5 | -5 | -6 | -1 | -22
miR-122 sensor | -1 | 13 | -6 | 28 | 2 | -1 | -1 | -39
Cneo AK release | 3 | 5 | -1 | -4 | 0 | 1 | -8 | 2

[73] CCc1nc(N)c(C#N)c(-c2ccncc2)c1C
[74] COn1c(SCc2ccc(Cl)cc2)nc2ccccc2c1=O
[75] CCc1ccccc1OCC(=O)NC1CCCC1
[76] CCCc1nc(N2CCCC2)c(C#N)c2c1CCCC2
[77] O=C(NC1CC1)C1=COCCO1
[78] O=S(=O)(Nc1ccncc1)c1ccc(Cl)cc1
[79] CN(C)c1ccc(C2=NOC(CN3C(=O)c4ccccc4S3(=O)=O)C2)cc1 (stereo not drawn)
[80] COc1cc2cc(C(c3nnnn3C(C)(C)C)N3CCC(C)CC3)c(=O)[nH]c2cc1OC (stereo not drawn)
assay / entry | 73 | 74 | 75 | 76 | 77 | 78 | 79 | 80
FN deposition inh | 6 | 4 | 4 | -4 | 2 | 8 | 7 | 2
miR-122 sensor | -15 | 14 | -12 | 6 | -10 | ? | -8 | 19
Cneo AK release | -2 | 0 | -1 | -2 | -2 | -2 | 0 | 1

[81] O=C(Nc1ccccc1N1CCOCC1)c1ccc([N+](=O)[O-])cc1
[82] COc1ccccc1NC=C1C(=O)OC(C)(C)OC1=O
[83] Cc1cc(C(=O)CN(Cc2ccc(F)cc2)S(=O)(=O)c2ccc3c(c2)OCCO3)c(C)n1C
[84] O=C(Nc1ccc(C#Cc2ccccc2)cc1)C1CC1
assay / entry | 81 | 82 | 83 | 84
FN deposition inh | 1 | 3 | 0 | -11
miR-122 sensor | 0 | 3 | 49 | -3
Cneo AK release | 1 | -1 | 1 | 4

# Copied from above: compounds 27–37
[27] O=C(NCCCN1CCOCC1)c1cc(C(=O)C2CC2)c[nH]1
[28] CCOc1ccccc1C1CC(=O)Nc2cc3c(cc21)OCO3 (stereo not drawn)
[29] O=C(CCNS(=O)(=O)c1ccccc1C(F)(F)F)NCc1ccc2c(c1)OCO2
[30] O=C(c1ccc(C#CC2(O)CCCCC2)cc1)N1CCOCC1
[31] COC(=O)CSc1nsc(SCC(=O)OC)n1
[32] O=[N+]([O-])c1ccc(C2CCCC/C2=N\OCc2cccc(F)c2)c([N+](=O)[O-])c1 (stereo not drawn)
[33] O=C(Nc1ccc(Nc2ccccc2)cc1)c1ccco1
[34] COc1ccc(Cl)cc1NC(=S)NCc1ccco1
[35] Cc1ccc(/C=C/C(=O)c2ccc(C)cc2)cc1
[36] O=C(CSc1nnc(Cc2ccccc2)n1-c1ccccc1)N1CCOCC1
assay / entry | 27 | 28 | 29 | 30 | 31 | 32 | 33 | 34 | 35 | 36
FN deposition inh | -8 | -18 | -12 | -3 | -11 | 5 | -12 | 5 | 4 | -16
miR-122 sensor | 4 | 16 | 6 | -16 | 18 | -2 | -5 | 82 | -11 | -3
Cneo AK release | -1 | 0 | 0 | -2 | -1 | 1 | -15 | 2 | 0 | -1

[37] Cc1cc(Cl)c(S(=O)(=O)Nc2ccon2)cc1OCC(=O)NC1CCCCC1
assay / entry | 37
FN deposition inh | -6
miR-122 sensor | -11
Cneo AK release | -1

# Some of the compounds tested; rates above refer to the full screens.
